Screening data from PubChem BioAssay.
NR2E3 ag-1: inhibitors of NR2E3-RetCOR corepressor binding, primary screen, NR2E3 agonist project, biochemical, TR-FRET, GST-NR2E3, biotin-RetCOR | Photoreceptor-specific nuclear receptor (Homo sapiens), Q9Y5X4 | 320,000 tested, 0.12% active | inhibition of corepressor binding, % at 4.78 µM | 1536-well | AID 2300, 2010;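 active means percent inhibition above the cutoff of mean plus 3 SD of all tested compounds, set per screening campaign, cut at about 20% in these data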;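 further: 0% = DMSO wells and 100% = biotin wells as full block of FRET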
Target sequence (Q9Y5X4 whole entry, looked up): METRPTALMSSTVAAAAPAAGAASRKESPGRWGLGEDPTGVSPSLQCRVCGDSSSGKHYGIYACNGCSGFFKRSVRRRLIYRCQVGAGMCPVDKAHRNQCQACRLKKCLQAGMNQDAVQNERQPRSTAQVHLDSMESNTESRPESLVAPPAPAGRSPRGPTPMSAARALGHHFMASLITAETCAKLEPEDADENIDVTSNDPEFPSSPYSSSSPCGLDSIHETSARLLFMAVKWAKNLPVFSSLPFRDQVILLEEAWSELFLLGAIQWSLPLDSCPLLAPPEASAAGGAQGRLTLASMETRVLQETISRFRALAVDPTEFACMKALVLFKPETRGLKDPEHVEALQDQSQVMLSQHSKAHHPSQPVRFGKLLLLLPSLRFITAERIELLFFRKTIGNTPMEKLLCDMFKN
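System: GST-tagged NR2E3 plus biotinylated RetCOR corepressor; Amount: 1.35 nM GST-tagged NR2E3 final; Dosing: single nominal compound dose of 4.8 µM; Schedule: 5 h incubation at 4 °C; Technique: TR-FRET with europium anti-GST and streptavidin-D2, 340 nm excitation; Controls: biotin wells as high control, 0.6% DMSO wells as low control.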
HIF-2a block: HIF-2a reporter inhibitors, primary screen, luminescence, 786-0 RCC cells. 786-0 RCC cells HIF-2a reporter, luciferase luminescence, overnight. inhibition, % at 18.8 µM. 360,000 tested, 0.72% active;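 active means inhibition of the luminescence signal of 40% or more relative to plate controls, in a single-dose primary screen at 18.75 µM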
PDI turbidity: inhibitors of human PDI, primary screen, biochemical, turbidity, single point, plate reader. Protein disulfide-isomerase (Homo sapiens), P07237. 350,000 tested, 0.052% active. inhibition, % at 10 µM. PDI insulin aggregation turbidity, A650, 90 min. AID 588391, 2011;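 active means mean inhibition across replicates of 30% or more, whatever share of single replicates reach that level; inconclusive means mean inhibition below 30% while every single replicate reaches 30%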;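 further: absorbance from insulin aggregation driven by PDI reduction with DTT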
Target sequence (P07237 whole entry, looked up): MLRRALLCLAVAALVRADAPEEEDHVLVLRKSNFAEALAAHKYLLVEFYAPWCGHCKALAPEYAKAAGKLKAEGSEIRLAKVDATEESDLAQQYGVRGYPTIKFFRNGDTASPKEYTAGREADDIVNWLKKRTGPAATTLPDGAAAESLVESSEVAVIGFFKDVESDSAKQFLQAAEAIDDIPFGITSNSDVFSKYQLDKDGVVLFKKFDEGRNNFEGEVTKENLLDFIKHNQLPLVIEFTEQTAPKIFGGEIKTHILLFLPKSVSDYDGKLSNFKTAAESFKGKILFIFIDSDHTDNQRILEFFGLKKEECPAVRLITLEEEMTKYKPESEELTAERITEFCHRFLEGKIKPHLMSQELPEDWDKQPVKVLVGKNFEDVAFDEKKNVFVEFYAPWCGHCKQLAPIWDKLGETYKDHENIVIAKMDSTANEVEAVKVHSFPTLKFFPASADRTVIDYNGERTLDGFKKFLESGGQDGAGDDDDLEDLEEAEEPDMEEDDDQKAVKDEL
iPSC survival up: enhancers of single-cell hiPSC survival, primary screen, ATPlite luminescence; 100% = ROCK inhibitor wells, 0% = DMSO; survival enhancement, % at 20 µM; 360,000 tested, 0.044% active; in the data active means survival enhancement above about 18%;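 further: cells exposed to compounds for 16 hours before the ATP read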
Shn3 inh set2: reduction of Shn3 3'UTR firefly luciferase signal, primary screen, Schnurri-3 inhibitor project, cell-based, Clone20 osteoblasts, set 2; inhibition, % at 12.5 µM; 360,000 tested, 0.52% active; AID 588674, 2011; Clone20 osteoblast Shn3 3'UTR firefly luciferase, 24 h;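 active means mean inhibition of at least 75% with every replicate also reaching 75%; inconclusive means mean inhibition at least 75% but some replicate below; inactive means mean inhibition below 75%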;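 further: 0% = median of neutral control wells and 100% = pilot-screen positive control compound; some compounds past the cut are filed as inactive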
TRPM1 prom inh: inhibitors of MITF-dependent TRPM1 promoter reporter, primary screen, cell-based, SK-MEL-5, single point, luciferase; SK-MEL-5 TRPM1 promoter luciferase, 24 h; inhibition, % at 12.5 µM; 330,000 tested, 0.83% active;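 active means mean inhibition across replicates of 60% or more, whatever share of single replicates reaches that level; inconclusive means some that reach 60%, reason not given; inactive means mean inhibition across replicates below 60%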; further: values of inactives mirror those of a sister screen read the other way
NR2E3 ag-2: NR2E3 agonists in two-hybrid cells, primary screen, cell-based, luminescence, CHO-S, Gal4-NCOR/VP16-NR2E3; luciferase; AID 602229, 2012; inhibition of corepressor binding, % at 3.98 µM; 360,000 tested, 0.35% active;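 active means inhibition above the mean of all tested compounds plus 3 SD, cut at about 70% in these data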;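 further: 0% = DMSO with NR2E3 transfected cells and 100% = cells lacking NR2E3 construct; higher means lower luciferase signal from less NR2E3 corepressor binding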
m5-HT2A agonist: mouse Htr2a agonists via beta-arrestin recruitment, primary screen, cell-based, luminescence; CHO-K1 mHTR2A beta-arrestin complementation; percent of 30 µM serotonin response; activation, % at 7.6 µM; 360,000 tested, 0.66% active; AID 624169, 2012;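 active means activation above a run cutoff, the mean activation of all tested compounds plus 3 SD, cut at about 14% in these data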;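 further: 0% = plate median of compound wells and 100% = 30 µM serotonin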
Peg3 promoter: Peg3 promoter-driven luciferase inhibitors, primary screen, cell-based, HeLa, luciferase luminescence; HeLa PEG-Prom luciferase reporter, overnight; inhibition, % at 20 µM; 360,000 tested, 1.7% active; AID 588405, 2011;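 active means inhibition of at least 50% at 20 µM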
CaV13 ICDI inh: Primary screen for inhibitors of IQ motif and Ca2+-dependent inactivation inhibitor domain binding in CACNA1D, Förster resonance energy transfer in living cells, …. HEK cells, CFP/YFP FRET ICDI-IQ, plate reader, 10 min; percent FRET-ratio fall versus neutral wells. inhibition, % at 12.3 µM. 340,000 tested, 0.098% active. AID 743397;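 active means mean replicate inhibition of at least 30% and at least 1% of replicates passing that level; inconclusive means only one of the two criteria is met; inactive means neither criterion is met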;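 further: 0% = median of the neutral control wells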
H9c2 protect: cardioprotection against H2O2-induced cell death, primary screen, uHTS, H9c2 cells, ATPLite luminescence. H9c2 cardiomyocytes, H2O2 injury protection, 2 h. protection from H2O2 cell death, % at 20 µM. 360,000 tested, 0.63% active;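 active means compounds giving at least 50% protection of heart cells from peroxide-induced death in the single-dose screen, raw or plate-pattern-corrected value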;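 further: 0% = DMSO wells with peroxide and 100% = DMSO wells without peroxide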
Numbers without * were called inactive; ? = inconclusive; / = no result given. Compounds were not picked by outcome. Share with any hit: about 3.9%.

SMILES	NR2E3 ag-1	HIF-2a block	PDI turbidity	iPSC survival up	Shn3 inh set2	TRPM1 prom inh	NR2E3 ag-2	m5-HT2A agonist	Peg3 promoter	CaV13 ICDI inh	H9c2 protect
O=C(COc1ccc(-c2nnco2)cc1)NC1CCS(=O)(=O)C1 (stereo not given)	/	0	3	1.7	14	0	-11	-4	3	-6	6
Cc1ccc(N=Cc2c(O)n(-c3nccs3)c(=O)c3ccccc23)cc1	0	-46	0	4.8	9	-10	-16	-1	7	-3	37
O=C(O)c1cccc(NC(=O)c2cccc(S(=O)(=O)N3CCc4ccccc43)c2)c1	4	5	13	0.0	16	4	5	-2	8	-4	8
CCN1CCN(C(=O)CCc2nnc3ccc(N4CCC5(CC4)OCCO5)nn23)CC1	-2	4	-1	-0.3	-4	5	-37	-3	-11	-6	1
CCc1ccc(NC(=O)c2ccc(Cn3cc([N+](=O)[O-])cn3)cc2)cc1	2	-84	7	0.7	-2	-21	-25	-5	-53	-3	-12
Cc1cccc2cc(C#N)c(NCCNS(=O)(=O)c3ccc4c(c3)OCCO4)nc12	1	-1	5	-1.0	1	2	-2	-2	0	-5	1
CCCCNC(=O)Nc1cnn(CC)c1C(N)=O	2	3	8	-3.8	-22	-2	8	0	19	-2	1
C/C(=N\NC(=O)c1nnn(-c2nonc2N)c1CN1CCc2ccccc21)c1ccccc1O	4	8	4	-0.2	?	30	-28	-2	55*	-4	58*
Cc1cnc(C(=O)OCC(=O)Nc2ccc(Cl)cc2)cn1	2	-4	0	-0.3	0	-5	-64	-1	7	-8	7
c1cc2ccc3ccc(CN4CCOCC4)c4ccc(c1)c2c34	-3	-113	-5	3.4	-16	-11	-32	-1	-43	-5	-8
O=c1oc2ccccc2c(NCCc2ccccc2)c1[N+](=O)[O-]	-1	7	2	2.7	18	12	-18	-4	15	-7	-3
CC1CCN(c2ccc3nnc(CCC(=O)NCCCOC(C)C)n3n2)CC1	2	5	-2	0.2	14	8	-29	-1	29	-17	-1
N/C(=N\c1nc2c(c(=O)[nH]1)CCC2)Nc1ccccc1	5	9	-9	-2.0	-11	3	-3	4	-4	-4	11
NS(=O)(=O)c1cccnc1Nc1ccc(Cl)c(Cl)c1	1	-54	-1	-0.5	66	-21	-3	2	-31	0	-31
Cc1ccc(C)c(NC(=O)CCC(=O)N/N=C2/CC(=O)CC(C)(C)C2)c1	3	15	1	2.9	-3	-7	20	3	5	1	9
COC(=O)c1cc(S(=O)(=O)NCCc2ccc(SC)cc2)c[nH]1	2	18	8	-0.1	15	-8	3	0	-3	-2	-6
COc1ccc(C(=O)NCC(=O)OCC(=O)c2ccccc2Br)cc1OC	/	1	-5	-1.7	-17	/	-14	-1	14	-7	10
Cc1cc(=O)oc2cc(OCC(=O)N3CCCC(C)C3)ccc12 (stereo not given)	4	-19	8	7.4	-12	-3	13	0	-3	/	4
COc1ccc(C(=O)CCS(=O)(=O)c2ccc(C)cc2)cc1OC	3	22	0	0.0	-24	-3	-22	6	59*	-6	-16
C[N+]1(CC(=O)OCCCc2ccccc2)CCOCC1	1	16	14	1.8	-18	6	1	-3	7	-5	3
CC(=O)c1cccc(NC(=O)N2CCC(C(=O)c3ccc(F)cc3)CC2)c1	3	11	10	0.6	18	10	6	-13	43	-3	-2
CC1CC2=C(NC(=S)NC2c2ccccc2F)/C(=C/c2ccccc2F)C1 (stereo not given)	3	10	-1	-1.4	-5	11	10	-1	15	-5	3
Cc1ccc(NC(=S)Nc2nc(CC(=O)Nc3ccccc3)cs2)cc1	20*	-96	-7	-0.6	7	-8	-13	-4	-55	-5	-11
N#Cc1nc(-c2ccccc2Cl)oc1N1CCOCC1	1	-29	6	-1.6	-20	3	15	1	-53	-5	2
COc1ccc(/C=C(\NC(=O)c2cccs2)C(=O)Nc2ccccc2C)cc1OC	3	8	3	4.2	2	3	-7	1	0	-2	9

Rewritten with bars between the fields: part of the list above.
canonical_smiles | NR2E3 ag-1 | HIF-2a block | PDI turbidity | iPSC survival up | Shn3 inh set2 | TRPM1 prom inh | NR2E3 ag-2 | m5-HT2A agonist | Peg3 promoter | CaV13 ICDI inh | H9c2 protect
Cc1ccc(C)c(NC(=O)CCC(=O)N/N=C2/CC(=O)CC(C)(C)C2)c1 | 3 | 15 | 1 | 2.9 | -3 | -7 | 20 | 3 | 5 | 1 | 9
Cc1cccc2cc(C#N)c(NCCNS(=O)(=O)c3ccc4c(c3)OCCO4)nc12 | 1 | -1 | 5 | -1.0 | 1 | 2 | -2 | -2 | 0 | -5 | 1

(cont.)
SMILES	NR2E3 ag-1	HIF-2a block	PDI turbidity	iPSC survival up	Shn3 inh set2	TRPM1 prom inh	NR2E3 ag-2	m5-HT2A agonist	Peg3 promoter	CaV13 ICDI inh	H9c2 protect
O=C1CCC(C(=O)Nc2cccc(S(=O)(=O)Nc3ccccc3F)c2)=NN1	/	18	-4	2.4	9	-2	-17	-1	0	-6	-1
CCOc1ccc(OCC(=O)Nc2c3c(nn2C(C)(C)C)CS(=O)(=O)C3)cc1	0	-2	2	0.2	14	0	12	8	0	-3	2
COc1ccc(/C=N/c2nc3ccccc3n2C)cc1OC	-2	-3	-10	0.9	-12	1	10	2	-4	-10	6
N/C(=N\c1nc2c(c(=O)[nH]1)CCCC2)Nc1ccccc1Sc1ccccc1	4	4	-2	-1.1	26	14	-19	0	-2	-6	-4
O=C(NC1CCCCC1)c1ccc(N2CCOCC2)c([N+](=O)[O-])c1	-2	-5	1	1.5	-24	-6	-11	3	0	-3	-1
CSc1nc(O)c(C(c2ccc(O)cc2)c2c(O)nc(SC)[nH]c2=O)c(=O)[nH]1	8	21	12	-0.6	-13	-1	-8	2	6	-19	0
CN(C)CCNC(=O)c1sc2cccc(F)c2c1Cl	0	-54	-4	0.3	-10	14	-31	-6	-37	-12	3
O=C(N/N=C/c1ccco1)c1cnccn1	5	1	0	-1.0	7	9	-40	-1	5	-7	7
COC(=O)C1CCCN1C(C(=O)NC1CCCCC1)c1ccc(Cl)cc1 (stereo not given)	2	-32	-14	0.3	-6	/	-2	12	-18	-6	23
Cc1ccc(C)c2c(SC(C)C(=O)NCc3ccco3)nc(-c3ccccc3)nc12 (stereo not given)	-2	10	-7	11	-4	9	-1	-2	-3	-7	3
O=C(O)c1sccc1Oc1ccc(NS(=O)(=O)c2cccc(F)c2)cc1	-1	12	3	-0.5	-35	-1	-15	9	9	-19	-3
COc1ccc(/C=C(/NC(=O)c2ccc(OC)c(OC)c2)C(=O)NCCCn2ccnc2)cc1	4	10	-3	0.8	6	-18	-19	3	0	-3	-4
COc1cc(-c2cnc3c(NC=O)cc(-c4ccccc4Cl)cn23)cc(OC)c1OC	/	2	17	1.7	7	/	-9	4	-1	-5	-6
COCCn1c(CCC(=O)O)ccc1-c1cccs1	1	6	-6	-0.7	-9	3	-5	2	4	-5	5
Cc1cccc(-c2ncc(CN3CCN(C4CCCC4)C(CCO)C3)cn2)c1 (stereo not given)	2	-11	2	-1.3	19	-7	8	-4	-10	-7	-1
CC(C)c1ccc(Nc2nnc(SCC(=O)Nc3ncc(S(=O)(=O)c4ccc([N+](=O)[O-])cc4)s3)s2)cc1	0	-113	2	-2.3	-44	-45	4	4	-186	4	-16
Cc1ccc(C)c(NC(=O)c2ccc3c(c2)N(Cc2ccc(F)cc2)C(=O)CS3=O)c1 (stereo not given)	1	8	-1	0.1	-3	-3	-32	-5	8	-7	3
CN(CC(=O)Nc1ccccc1Br)C(=O)CNC(=O)Cc1cccc2ccccc12	-1	3	-2	1.2	8	5	-10	7	18	-6	-1
CCc1ccc(NC(=O)c2ccnc(C(C)(C)C)c2)cc1	1	3	1	-2.9	-1	-10	2	-3	13	-7	-2
CCOC(=O)C1=C(C)OC(N)=C(C#N)C1c1cc(OC)c2c(c1)OCO2 (stereo not given)	-2	-5	3	0.0	5	7	-12	2	-5	-1	2
COc1ccc(C2=NOC(C)(c3nnc(-c4ccc(F)cc4)o3)C2)cc1 (stereo not given)	3	-60	-4	4.0	-3	-7	-14	-1	-29	-4	-1
NC(=O)C1(N2CCCCC2)CCN(C2CC(=O)NC2=O)CC1 (stereo not given)	4	13	-3	6.5	-6	-3	-22	-4	2	-5	5
Cc1ccc(Cl)cc1NC(=O)Nc1cccs1	0	-27	-5	-0.9	63	9	32	-4	16	-16	-6
COC(=O)Nc1ccc(S(=O)(=O)N2CCN(CCN3C(=O)C4C5C=CC(C5)C4C3=O)CC2)cc1 (stereo not given)	2	12	0	-0.7	-12	16	9	-3	19	-5	-1
Cc1ccccc1OCc1nnc(SCC(=O)O)n1Cc1ccccc1	3	16	1	-2.2	-10	15	-36	1	-2	-2	10
SMILES	NR2E3 ag-1	HIF-2a block	PDI turbidity	iPSC survival up	Shn3 inh set2	TRPM1 prom inh	NR2E3 ag-2	m5-HT2A agonist	Peg3 promoter	CaV13 ICDI inh	H9c2 protect
Cn1c(=O)c2c(SCC(N)=O)nc(CC(C)(C)C)nc2n(C)c1=O	-4	5	/	0.5	7	-12	4	2	15	-6	22
Cc1cnc(C(=O)OCC(=O)N2CCc3ccccc3C2)cn1	-2	10	2	3.5	-9	19	-12	-1	11	-7	16
COc1ccc(-n2c(=O)c3ccccc3n(CC(=O)Nc3cc(C)on3)c2=O)cc1OC	0	7	-6	-2.0	-6	-5	-17	1	12	-3	7
COc1ccc(C(=O)N2CCC(N3CCN(c4ccccc4)CC3)CC2)cc1OC	1	13	-1	-0.4	-1	1	-16	-2	19	-4	1
Nc1cc(=O)[nH]c(=S)n1-c1ccccc1	2	-18	14	0.8	-61	4	-32	4	19	-4	-1
CCOc1ccc(S(=O)(=O)N2CCC(C(=O)NCc3ccccn3)CC2)cc1	3	14	16	0.0	-6	3	6	0	6	-2	-5
CCOC(=O)CN1NC2(CCC(C)CC2)NC1=S (stereo not given)	-1	8	-6	3.3	8	-15	-4	9	6	-5	0
CCCC(=O)N1CCc2cc(-c3nc(N)sc3C)ccc21	0	-222	14	1.0	-79	-63	-51	-4	-193	-6	1
Cc1cccc(-n2c(O)c(C=NCc3ccccn3)c3ccccc3c2=O)c1	4	17	10	-0.8	7	10	10	2	24	13	9
O=C(CCc1ccccc1Cl)Nc1ccc(S(=O)(=O)Nc2nccs2)cc1	/	9	-3	1.0	-2	12	-17	-3	3	-11	-4
